Insulin prom inh: TRM-6 insulin promoter activity inhibition | TRM-6 cells (human fetal islet line), insulin promoter-eGFP reporter, imaging; reporter expression induced with tamoxifen | inhibition, % at 2 µM | 130,000 compounds, 0.9% hits;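 active = inhibition above the mean plus 3 SD, with well images judged a real hit on visual review, cut at about 60% in these data, passing the limit was not always enough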
sdo1 growth: compounds rescuing growth of sdo1-depleted yeast, bone marrow failure model; S. cerevisiae sdo1-depleted JHY4D growth rescue, OD600 30 h; hits give high values; pdr5 snq2 efflux-pump mutant strain; z-score at 10 µM; 140,000 compounds, 0.21% hits;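 active = z-score above 3 at both the 24 hr and the 30 hr optical density reads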;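 note: z-score against mean and SD of all compound wells on the same plate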
sdo1 growth Rescue 24 h: further read-out of sdo1 growth, marked with its call; z-score; S. cerevisiae sdo1-depleted JHY4D growth rescue, OD600; measured here: growth rescue at 24 h;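 0 is the plate mean of compound wells and units are plate SD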
Numbers without * were called inactive; · = no result given; [ ] = remark or other dose.

canonical_smiles	Insulin prom inh	sdo1 growth	sdo1 growth Rescue 24 h
Cc1ccc(S(=O)(=O)NC2=NCCC2)cc1	·	-0.41	-0.72
CCc1c(C#N)c(SCc2c(C)noc2C)nc2c1C(=O)CC(C)(C)C2	-50	-0.95	0.05
CCSc1ccc(-c2ccco2)nn1	67	·	·
Cc1nn(CCCC(=O)Nc2c(F)cc(F)cc2Br)c(C)c1[N+](=O)[O-]	-94	·	·
CCOc1ccc(C(=O)CCN2CCCCC2)cc1	·	0.3	0.43
CCCCCC#CCC#CCC#CCC#CCCCC(=O)O	-23	0.34	1.1
CCCn1c(CNC(=O)c2ccccc2)nc2ccccc21	-15	-0.26	-0.45
COC(Cc1n[nH]c(=S)n1-c1ccc(Cl)cc1)OC	-11	0.06	0.06
C/C(=N\Nc1cccc(Cl)c1)c1ccc(-n2ccnc2)cc1	-21	-1.8	-0.25
Cc1nccn1CCCN1C(=O)CNC1=S	18	-0.62	-0.58
Cc1nnc(SCC(=O)NC2CCS(=O)(=O)C2)n1-c1ccccc1 (configuration not stated)	33	·	·
CCOc1ncccc1C(=O)Nc1nc(C(C)(C)C)cs1	0	·	·
COc1ccccc1NS(=O)(=O)c1ccc2oc(SCc3ccc(C#N)cc3)nc2c1	-27	-0.89	-0.88
N#C/C(=C\c1ccco1)c1nc2ccccc2s1	·	-1.8	-1.3
NC(N)=N/N=C/c1ccc(OCc2ccc(Cl)cc2)cc1	16	-2.2	-1.3
CC1CCCCN1S(=O)(=O)c1ccc(NC(=O)c2cccs2)cc1 (configuration not stated)	7	-1.4	-1.6
CCn1c(=O)c2cc(C(=O)NCCN3CCOCC3)sc2c2ccccc21	·	1.9	1.8
Cn1c(=O)c2c(=O)cc(NNC(=O)C(C)(C)C)[nH]c2n(C)c1=O	-8	-0.29	-0.34
Cc1ccc(N(CCC(=O)O)S(=O)(=O)c2cccc(C(F)(F)F)c2)cc1	41	·	·
COc1cccc(-c2nc(-c3ccc(NC(=O)c4cccs4)cc3)no2)c1	-16	0.48	1.8
Cc1ccc(-n2ncc3c(=O)[nH]c(SCC(=O)N4CCOCC4)nc32)cc1	-33	0.06	-0.53
CC(=O)c1nn(-c2ccc(Br)cc2)cc1C(=O)c1ccccc1	-13	0.81	3.1
Cc1ccc(NCN2C(=O)C3C4C=CC(C4)C3C2=O)cc1 (configuration not stated)	23	1.2	1.2
CCOc1ccc(CCNC(=O)CCc2nc3ccccc3[nH]2)cc1OCC	0	·	·
O=C(Cn1cncn1)N/N=C/c1c2ccccc2cc2ccccc12	-5	0.16	-0.33
CC1(C)C([N+](=O)[O-])C(c2ccc(O)cc2)NC(c2ccc(O)cc2)C1[N+](=O)[O-] (configuration not stated)	-33	-0.61	-1
COC(=O)/C=C1\OC(c2ccccc2)=CC1=O	30	-0.9	-1.1
CNC(=S)/N=C/NOCc1ccc(Cl)cc1Cl	-4	·	·
CN1CC(=O)Nc2ccc(F)cc2C1=O	38	0.55	0.54
O=C(CCc1ccccc1)C(=O)N1CCCC(C(=O)c2cccc(Cl)c2)C1 (configuration not stated)	-25	·	·

Some of the entries so far, with two lines to a compound:
Every second line gives: Insulin prom inh, sdo1 growth, sdo1 growth Rescue 24 h
Cc1nn(CCCC(=O)Nc2c(F)cc(F)cc2Br)c(C)c1[N+](=O)[O-]
 : -94, ·, ·
CCOc1ccc(C(=O)CCN2CCCCC2)cc1
 : ·, 0.3, 0.43

Additional entries follow.
canonical_smiles	Insulin prom inh	sdo1 growth	sdo1 growth Rescue 24 h
NC(=O)NC(=O)COC(=O)CN1C(=O)C2CCCCC2C1=O (configuration not stated)	·	0.94	0.34
COC(=O)c1c[nH]n2c(=O)cc(CCl)nc12	23	0.89	0.21
Cc1nc(Nc2nc(=O)c3ccccc3n2C)nc2c(C)cccc12	37	·	·
Cc1ccc(-c2c3c(=O)n(C)c(=O)n(C)c3cn2-c2ccccc2O)cc1	-9	-0.88	-1.3
CC(=O)Nc1cc(C(=O)c2ccccc2)ccc1N1CCOCC1	-20	0.75	0.63
O=C(/C=C/c1cccc([N+](=O)[O-])c1)NC(=S)Nc1ccccc1C(=O)O	-33	·	·
COc1ccc(N2C(=O)CSC23C(=O)N2CCCc4cccc3c42)cc1 (configuration not stated)	0	-1	-0.85
Cc1ccccc1C(=O)c1cccn1CC(=O)NCc1ccco1	·	-0.17	0.09
O=C(NCC(=O)N(c1ccccc1)C(C(=O)NC1CCCC1)c1ccncc1)c1ccco1 (configuration not stated)	44	·	·
CC1CC1C(=O)Nc1nc(-c2ccccn2)cs1 (configuration not stated)	43	-0.33	-0.76
O=C1C2CC(O)CN2C(=O)N1c1ccccc1 (configuration not stated)	0	·	·
S=C(N/N=C/c1ccc2ncccc2c1)Nc1ccccc1	6	·	·
Cc1nn(-c2ccc(C(F)(F)F)cn2)c(C)c1Oc1ccccc1O	28	-0.9	-0.34
c1ccc(-c2cc(-c3ccc(N4CCOCC4)cc3)nc3ccccc23)cc1	18	-0.12	0.57
Fc1ccc(NC(=S)NCc2ccccc2Cl)cc1	-25	-0.03	-0.02
COc1ccc(CN2C(=O)CCC2(C)C(=O)NC2CCCCC2)c(OC)c1 (configuration not stated)	5	0.44	0.13
CCOC(=O)c1sc2nccc(N(C)C)c2c1N=CN(C)C	·	0.05	-0.32
CC(=O)Nc1ccc(OCC=C(Cl)Cl)cc1	-87	-0.47	-0.76
Cc1ccc(-n2cccc2/C=C2/C(=N)N3C(=NC2=O)SN=C3S(C)(=O)=O)cc1	0	·	·
CC(=O)Nc1ccccc1-c1nc2ccccc2nc1OCC(=O)c1ccc(Br)cc1	-17	-0.58	-0.38
Nc1nc(SCC(=O)Nc2ccc(Cl)cn2)n[nH]1	-15	·	·
CC(C)(C)c1cc(C(=O)N/N=C/c2ccccc2O)n(-c2ccccc2)n1	-45	-0.17	0.21
O/N=C\c1cccn1-c1ccc(Br)cc1	-31	1.1	0.04
O=C(N/N=C/c1ccncc1)c1ccccc1OCc1ccc(Br)cc1	0	-1.7	-1.4
CCOC(=O)c1c(-c2ccccc2)nc2ccc(Cl)cn12	-24	-0.43	0.36
CCc1ccccc1NC(=O)/C(C#N)=C\c1ccc(Sc2ccccc2)o1	3	-0.26	-0.12
O=C(N/N=C/c1ccncc1)C12CC3CC(CC(C3)C1)C2	-33	·	·
CCn1c(SCC(=O)NCCc2ccccc2)nnc1-c1cccs1	·	0.6	0.35
CCOC(=O)c1c(N)sn(-c2ccccc2)c1=S	17	1.9	1.1
CCCCN(C)C(=O)CC(NS(=O)(=O)c1ccc(NC(C)=O)cc1)C(C)C (configuration not stated)	-26	·	·

Molecules above containing a tert-butyl group (3):
canonical_smiles	Insulin prom inh	sdo1 growth	sdo1 growth Rescue 24 h
CCOc1ncccc1C(=O)Nc1nc(C(C)(C)C)cs1	0	·	·
Cn1c(=O)c2c(=O)cc(NNC(=O)C(C)(C)C)[nH]c2n(C)c1=O	-8	-0.29	-0.34
CC(C)(C)c1cc(C(=O)N/N=C/c2ccccc2O)n(-c2ccccc2)n1	-45	-0.17	0.21

Continuation:
canonical_smiles	Insulin prom inh	sdo1 growth	sdo1 growth Rescue 24 h
CN(C)S(=O)(=O)c1ccc(C(=O)NCCSc2ccccc2)cc1	-23	-0.77	-0.86
CCc1nnc(NC(=O)c2ccc(Cl)c(S(=O)(=O)N3CCc4ccccc43)c2)s1	·	-1.6	-0.95
CC12CCC(C[N+](C)(C)C1)C2(C)C (configuration not stated)	7	·	·
COC(=O)c1cccc(Nc2nc3ccccc3nc2C)c1	·	-0.88	-0.46
O=C(N/N=C/c1cccc([N+](=O)[O-])c1)c1ccc(Br)cc1	50	·	·
CCCN(c1ccc(OCC)cc1)c1ncnc2nc[nH]c12	·	-1	-1.1
Cn1cccc1/C=C(/C#N)C(N)=S	16	0.33	-0.11
COC(=O)c1ccccc1NC(=O)C12CCC(C)(C(=O)O1)C2(C)C (configuration not stated)	-5	0.51	0.63
CCCCCCC(=O)NCC(=O)OCC(=O)c1ccccc1	-16	-0.19	-1.1
COc1ccc(NC2=C(C(C)=O)C(c3ccc(OC)cc3)C(C(C)=O)C(C)(O)C2)cc1 (configuration not stated)	-317	·	·
Cc1c(NC(=O)/C(C#N)=C/c2ccc(-c3ccc(Cl)c(Cl)c3)o2)c(=O)n(-c2ccccc2)n1C	-3	-1.2	-1.1
C=CCN(CC=C)C(=S)Nc1ccccc1	·	2.5	1.7
O=C(c1ccc2nc(-c3ccco3)c(-c3ccco3)nc2c1)N1CCN(c2ncccn2)CC1	3	-0.14	-0.02
N/C(=N\N=C\c1ccc2c(c1)OCO2)c1nonc1N	-27	1.2	1.3
FC(F)(F)c1cc(C(F)(F)F)c2ccc(N3CCN(c4ccc(Cl)cc4)CC3)nc2n1	18	-1.6	-0.54
Cc1nc2ncnn2c(C)c1CCC(=O)NCCC1=CCCCC1	-10	0.63	0.66
Cc1ccccc1C1=NC(C(F)(F)F)(C(F)(F)F)c2c(n(C)c(=O)n(C)c2=O)N1	9	0.71	0.56
COc1ccc(-c2csc(NC(=O)COc3ccc(N(C)S(=O)(=O)c4ccc(C)cc4)cc3)n2)cc1	-22	-0.56	-0.78
CCNC(=O)COn1c(SCC(=O)NCC)nc2ccccc2c1=O	·	0.56	0.67
Cn1c(CSCc2ccc(F)cc2)nnc1SCC(=O)N1CCN(c2ccccc2)CC1	·	-0.34	-0.57
CC(C)=C1C2CCC1C1C(=O)N(c3nc(-c4ccc(C(C)C)cc4)c(C)s3)C(=O)C21 (configuration not stated)	·	-0.25	0.11
COc1cccc(-c2noc(C3CCCN(C(=O)Cc4ccccc4)C3)n2)c1 (configuration not stated)	50	-1.2	-0.92
CC(NC(=O)OC(C)(C)C)C(=O)NC(CCC(=O)OCc1ccccc1)C(N)=O (configuration not stated)	-25	·	·
CCN(CC)S(=O)(=O)c1cccc(-c2nnc(SC(C)C(=O)NCCC3=CCCCC3)o2)c1 (configuration not stated)	-56	-0.07[3.6 µM]	0.28
CN1CCN(/N=C/c2nc(-c3cccc([N+](=O)[O-])c3)n3ccccc23)CC1	·	0.05	-0.19
COc1ccnc(N=CNOCc2ccc(F)cc2Cl)c1C#N	57	1	1.4
COC(=O)c1ccc(OC(=O)c2ccccc2F)cc1	19	0.06	0.07
O=C(OC1CCCCC1)c1ccc(NC(=O)C2CCCCC2)cc1	-11	-1.1	-0.7
O=C(Nc1ccc(Cl)cc1)c1csc(-c2ccccc2)n1	0	-0.98	-0.23
CCCCn1c(SCc2cc(=O)[nH]c3ccccc23)nc2c1c(=O)n(C)c(=O)n2C	·	-0.14	-1.1
CC12CN(C(=O)c3ccccc3)C3(C#N)CC1CCC23C (configuration not stated)	-23	-0.22	0.16
Cc1sc2ncnc(SC(C)C(=O)N3c4ccccc4Sc4ccccc43)c2c1C (configuration not stated)	·	-0.51	-0.87
Cn1cc(Cl)c(C(=O)Nc2nc3ccccc3s2)n1	5	0.13	-0.74
Cc1ccccc1CCN(C(=O)Cn1nnc2ccccc21)C(C(=O)NCC1CCCO1)c1nc2ccccc2n1C (configuration not stated)	-33	-0.88	-0.13
O=C(COc1ccccc1Cl)Nc1ccc2c(c1)OCCO2	·	-0.83	-1.2
COc1cc(S(=O)(=O)N(Cc2ccco2)C2CCCC2)ccc1-n1cnnn1	65	-1.4	-0.92
COc1ccc2ccc3c(c2c1)N=CC1(O3)N(C)c2ccccc2C1(C)C (configuration not stated)	9	-1.5	-0.17
COc1ccc(-c2nc(C#N)c(NCCc3ccccc3)o2)cc1OC	-21	-1.9	-1.1
Clc1ccc(-c2nnc(CSc3nnc(-c4cccs4)o3)o2)cc1	-23	-0.54	1.3
Clc1ccccc1Cc1noc(CN2CCCCC2c2ccccn2)n1 (configuration not stated)	17	·	·
Cc1c(N(C)C)nc2ccccc2c1N	0	1.1	0.62
Cc1oc(-c2cccc(Cl)c2)nc1CN1CCCC(C(=O)NCc2ccco2)C1 (configuration not stated)	-36	-1	-0.72
O=C(CS(=O)(=O)Cc1ccccc1)Nc1ccc(Cl)cn1	44	-0.09	0.13

Compounds above with a nitro group on carbon, in the order listed:
canonical_smiles	Insulin prom inh	sdo1 growth	sdo1 growth Rescue 24 h
Cc1nn(CCCC(=O)Nc2c(F)cc(F)cc2Br)c(C)c1[N+](=O)[O-]	-94	·	·
CC1(C)C([N+](=O)[O-])C(c2ccc(O)cc2)NC(c2ccc(O)cc2)C1[N+](=O)[O-] (configuration not stated)	-33	-0.61	-1
O=C(/C=C/c1cccc([N+](=O)[O-])c1)NC(=S)Nc1ccccc1C(=O)O	-33	·	·
O=C(N/N=C/c1cccc([N+](=O)[O-])c1)c1ccc(Br)cc1	50	·	·
CN1CCN(/N=C/c2nc(-c3cccc([N+](=O)[O-])c3)n3ccccc23)CC1	·	0.05	-0.19

Screening results: PubChem BioAssay, several laboratories
